# HCMV antiviral: inhibitors of human cytomegalovirus; HFF cells, HCMV-luciferase reporter, 72 h; stronger effect = lower value; activity change, negative = inhibition, % at 57.5 µM; hit rate 4.5% among 410,000; AID 1259415; in the data active means activity change below about -60%; inconclusive means no clear call, values can overlap the other calls; inactive means above about -39%
#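 Steps: HFFs plated, 16 h 37C; compounds added; HCMV-luciferase added to MOI 1 PFU/cell; 72 h 37C; OneGlo reagent, 5 min room temperature; luminescence read, normalized to controls.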
# AmpC no deterg: blocks E. coli AmpC beta-lactamase in detergent-free assay | AmpC nitrocefin hydrolysis, absorbance 480 nm, 0.0001% Triton | Potency, µM (series often up to 57.1 µM), for the others: top-dose activity change, negative = inhibition, actives largely listed as inhibitors | hit rate 0.52% among 330,000 | AID 485341;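 further: potency means the concentration at half of the fitted maximal effect; plate controls were no compound for no effect and no enzyme for full effect; nearly all actives have a fitted effect of over 20% in size; some results filed as inactive show a strong effect at the top dose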
# Target sequence (P00811 whole entry, looked up): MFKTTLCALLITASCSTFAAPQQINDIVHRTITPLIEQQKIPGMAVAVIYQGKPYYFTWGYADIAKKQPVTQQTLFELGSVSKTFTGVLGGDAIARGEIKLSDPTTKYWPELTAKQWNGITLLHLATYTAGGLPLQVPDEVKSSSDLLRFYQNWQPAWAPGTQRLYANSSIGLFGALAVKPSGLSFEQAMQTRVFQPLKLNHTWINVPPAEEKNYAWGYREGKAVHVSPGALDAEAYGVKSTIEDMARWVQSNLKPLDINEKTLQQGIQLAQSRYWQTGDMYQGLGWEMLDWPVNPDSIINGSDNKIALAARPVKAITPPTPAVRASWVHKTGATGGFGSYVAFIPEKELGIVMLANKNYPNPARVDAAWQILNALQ
#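 AmpC (5.3 nM in the dispensed reagent) in 20 mM phosphate pH 7.0 with 0.01% (detergent screen) or 0.0001% Triton X-100 was preincubated with compounds for 15 min at room temperature. Nitrocefin was then added from an 800 uM solution, and hydrolysis was followed at 480 nm.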
# AmpC detergent: AmpC beta-lactamase inhibition with detergent present. P00811. AmpC hydrolysis of nitrocefin, absorbance 480 nm, 0.01% Triton. Potency, µM (titrated, usually from 114 µM), for the others: top-dose activity change, negative = inhibition, usual class: inhibitors. hit rate 0.041% among 370,000. AID 485294;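 further: potency means the concentration at half of the fitted maximal effect; 0% = no-compound wells and -100% = no-enzyme wells; nearly all actives have a fitted effect of over 25% in size; some results filed as inactive show a strong effect at the top dose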
#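 20 mM phosphate pH 7.0 + 0.01% (detergent screen) or 0.0001% Triton X-100; 5.3 nM AmpC reagent; cpd preinc 15 min RT; nitrocefin (800 uM stock) to start; A480 q20 s × 4 min; Activity was normalised to no-enzyme and no-compound control wells.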
# AMA1 RON2 block: disrupts binding of P. falciparum AMA1 to RON2; hit rate 0.2% among 360,000; Potency, µM (doses to about 58.2 µM), for the others: top-dose activity change, negative = inhibition, actives largely listed as inhibitors; AlphaScreen AMA1-biotinylated RON2 peptide binding;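 further: potency means the concentration at half of the fitted maximal effect; 0% = vehicle wells and -100% = peptide control; nearly all actives have a fitted effect of over 45% in size; some results filed as inactive show a strong effect at the top dose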
#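 AMA1 (3D7) with his tag at 25 nM final met compounds first, then biotinylated RON2 peptide at 25 nM; detection used donor plus acceptor beads, 10 µg/mL apiece, read by AlphaScreen after 30 min at room temperature.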
# LmPK inh: blocks Leishmania mexicana pyruvate kinase activity; purified LmPK, Kinase-Glo ATP luminescence, 1 h; Potency, µM (titrated, usually from 57.5 µM), inactives show top-dose activity change, negative = inhibition, hits mostly inhibitors; hit rate 0.37% among 290,000; AID 1721; further: potency means the concentration at half of the fitted maximal effect
# Target sequence (Q27686 whole entry, looked up): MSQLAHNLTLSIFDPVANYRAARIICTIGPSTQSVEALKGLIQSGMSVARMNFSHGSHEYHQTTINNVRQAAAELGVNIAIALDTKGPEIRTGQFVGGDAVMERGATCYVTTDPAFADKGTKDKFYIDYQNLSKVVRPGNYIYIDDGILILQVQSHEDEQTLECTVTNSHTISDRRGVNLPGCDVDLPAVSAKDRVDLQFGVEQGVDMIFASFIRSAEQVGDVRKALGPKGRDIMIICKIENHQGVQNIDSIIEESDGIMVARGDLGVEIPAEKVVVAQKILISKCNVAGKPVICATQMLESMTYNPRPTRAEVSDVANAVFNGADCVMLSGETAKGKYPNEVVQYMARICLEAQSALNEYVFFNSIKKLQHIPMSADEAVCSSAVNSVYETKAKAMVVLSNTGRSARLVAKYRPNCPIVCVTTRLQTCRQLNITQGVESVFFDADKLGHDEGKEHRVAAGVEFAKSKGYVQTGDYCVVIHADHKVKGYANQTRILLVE
#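 In 50 mM imidazole pH 7.2 with 7 mM MgCl2, LmPK (0.1 nM) turned over PEP (0.5 mM) and ADP (0.1 mM) for 1 h at room temperature. Luciferase read-out of ATP.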
# Sm TGR block: inhibitors of Schistosoma mansoni thioredoxin glutathione reductase; Potency, µM (doses to about 114 µM), for the others: top-dose activity change, negative = inhibition, most hits filed as inhibitors; purified TGR, DTNB reduction, TNB absorbance 405 nm; Q962Y6; AID 485364; hit rate 3% among 360,000; further: potency means the concentration at half of the fitted maximal effect; nearly all actives have a fitted effect of over 60% in size
#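 First, TGR (20 nM dispensed) and NADPH were mixed with compound. Second, a 15 min room-temperature incubation followed. Third, further NADPH and then DTNB were added to start the reaction. Finally, TNB absorbance was monitored kinetically.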
# Tb PYK inh: T. brucei pyruvate kinase inhibition; Q57TT1; TbPYK enzyme, Kinase-Glo Plus ATP luminescence, 45 min; Potency, µM (highest dose often 76.8 µM), for the others: at the highest dose activity, negative = inhibition, most hits filed as inhibitors; hit rate 0.12% among 410,000; AID 624173; further: potency means the concentration at half of the fitted maximal effect; nearly all actives have a fitted effect of over 50% in size
#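 Glycolytic pyruvate kinase of T. brucei was incubated with substrate, test compound and 130 uM ADP for 45 minutes at room temperature. Luminescent Kinase-Glo Plus signal was measured after 10 minutes.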
# Starred values were filed as active, the others as inactive; ? = inconclusive; / = no result given; & = joins results of further samples; [ ] = another dose, or the depositor's remark. Unless noted, the call rests on the fitted dose curve; in most records, active means well fitted curve in the direction sought with a large enough effect; inconclusive means small, poorly fitted or top-dose-only effect, or another doubt; inactive means no such curve, though single readings can be large; an effect the other way counts as inactive or inconclusive. Unless noted, on the % scale 0 is the no-effect control and ±100 the full control effect. Rows are unselected; about 7.4% have a hit in one of these screens.
SMILES,HCMV antiviral,AmpC no deterg,AmpC detergent,AMA1 RON2 block,LmPK inh,Sm TGR block,Tb PYK inh
O=C(O)C1=C[C@H](c2coc3ccccc3c2=O)C[C@H](OCc2ccc(CO)cc2)O1,11,-12%,0%,56%[activator],1%,-12%,0%
CCOC(=O)c1ccc(NC(=O)c2ccc3c(c2)NC(=O)c2ccccc2S3)cc1,15,/,13%,/,/,-4%,0%
Cc1cccc(OCC(=O)Nc2ccc3c4c(cccc24)CC3)c1C,?,-26%,?,2%,-3%,-8%,-8%
Cn1c(SCC(=O)Nc2ccc3nc(SCC(=O)NC4CC4)sc3c2)nnc1-c1ccccc1,?,-8%,-1%,8%[11.6 µM],2%,-14%,-1%
Cc1ccc(NC(=O)CN2C(=O)CN=C(c3ccccc3)c3ccccc32)cc1Cl,77,/,-7%,/,/,-4%,3%
NS(=O)(=O)c1ccc(CCNC(=O)CSCc2ccccc2)cc1,3,-1%,1%,-3%,0%,-1%,-5%
Cc1cc(N/N=C/c2cccc(Cl)c2)nc(-n2nc(C)cc2C)n1,-87*,104%[activator],-3%,18%,11%,4%,-3%
O=C(Cn1cnc2c(nnn2Cc2ccc(F)cc2)c1=O)NC1CCCC1,4,-27%,4%,-8%,0%,0%,2%
Cc1ccc(C(=O)NCCSCc2ccc(Cl)cc2Cl)cc1[N+](=O)[O-],-21,-36%,-14%,-24%,2%,-4%,-3%
O=C(c1ncn2c1c(=O)[nH]c1ccccc12)N1CCc2ccccc2C1,1,/,/,-1%,/,/,-1%
Cc1cc(NC(=O)COC(=O)c2cccc(OCc3ccccc3)c2)no1,109,-37%,-5%,-1%,1%,1%,8%
O=C(NCc1ccccn1)c1cccc(S(=O)(=O)Nc2ccc(F)cc2)c1,-5,-14%,-15%,26%,/,-1%,1%
CCOC(=O)C1CCCN(Cc2ccc(O)c(OC)c2)C1 (stereo not drawn),50,-6%,-15%,-19%,-4%,?,/
COc1ccc(S(=O)(=O)NCc2ccco2)c2ccccc12,-66*,-24%,-13%,0%,6%,?,5%
O=C(NCc1ccco1)C(=O)NCC1OCCN1S(=O)(=O)c1ccc(Br)cc1 (stereo not drawn),-34,-8%,-6%,-15%,0%,-34%,-11%
CC(C)NC(=O)Cn1ncn2c(cc3cc(F)ccc32)c1=O,5,/,17%,/,/,5%,12%
CCN1CCCc2cc(CN(CCN3CCOCC3)C(=S)Nc3cccc(OC)c3)ccc21,-20,141%[activator],8%,-14%,-5%,2%,2%
COc1cccc(/C=C/C(=O)N2CCN(S(=O)(=O)c3ccccc3)CC2)c1OC,-21,34%,1%,-11%,5%,-2%,-2%
O=C(C[C@H]1C[C@H](C(=O)N2CCCCC2)[C@@]2(CCc3ccccc3)c3[nH]c4ccc(Cl)cc4c3CCN2C1=O)NCCN1CCOCC1,/,-4%,/,-6%,/,/,-2%
COc1ccccc1CCNC(=O)C(=O)NCC1OCCN1S(=O)(=O)c1ccc(OC)c(OC)c1 (stereo not drawn),6,102%[activator],-15%,0%,0%,-17%,4%
Nc1ccc(C(=O)OCc2nc3cc4ccccc4cc3[nH]2)cc1,-93*,?,-5%,3%,0%,-12%,-3%
CCOC(=O)c1noc2nc(C)n(CC(=O)NC(C)CC)c(=O)c12 (stereo not drawn),23,/,21%,/,/,-14%,4%
O=C(NCCc1nc(-c2ccccc2)no1)c1ccccc1,-19,/,/,0%,/,/,8%
O=C(C1=C(O)C(=O)N(c2nccs2)C1c1ccccc1)c1cc2ccccc2o1 (stereo not drawn),175,-46%,2%,9%,-16%,10µM*,-11%
Cc1nn(C)c(C)c1S(=O)(=O)N(CC(=O)NC1CCCCCC1)c1ccc(C(C)C)cc1,5,-10%,-2%,0%,-4%,2%,0%
# Following part
SMILES,HCMV antiviral,AmpC no deterg,AmpC detergent,AMA1 RON2 block,LmPK inh,Sm TGR block,Tb PYK inh
Cc1cnc(C(=O)OCC(=O)Nc2ccc(OCc3ccccc3)cc2)cn1,15,-5%,7%,-5%,/,1%,-7%
CC(C)N(Cc1ccccc1)C(=O)Cn1ncc2c([nH]c3ccccc32)c1=O,-11,/,8%,/,/,0%,3%
CCn1ncc(S(=O)(=O)Nc2cc(Cl)ccc2C)c1C,?,1%,2%,2%,-6%,3%,0%
COc1cccc(Cn2cccc(NC(=O)NCc3ccccc3)c2=O)c1,16,-21%,-14%,10%,-3%,-26%,-1%
Cc1ccnc(N2CCC(C(=O)Nc3cccc(C(F)(F)F)c3)CC2)n1,4,39%,?,-13%,2%,-7%,-3%
O=C1NC(Cc2ccccc2)c2nc3ccccc3c(=O)n2-c2ncccc21 (stereo not drawn),-22,/,/,3%,/,/,-1%
O=C(OCC(=O)N1CCN(C(=O)c2ccco2)CC1)c1cc(-c2ccccc2)nc2ccccc12,39,134%[activator],-7%,-4%,12%,4%[11.4 µM],-9%
CCc1cccc(NC(=O)C2CCCN(S(=O)(=O)c3cccs3)C2)c1 (stereo not drawn),-4&-9,-40%,34%[activator],1%,2%,0%&3%,2%&2%
c1ccc(Cc2nn3c(Cn4nnc5ccccc54)nnc3s2)cc1,-32,-30%,-7%,16%,-1%,4%,-29%
COc1cc(CN2CCN(CCCc3ccccc3)C(CCO)C2)cc(OC)c1O (stereo not drawn),-5,19%,-15%,-4%,2%,20µM*,-15%
O=C(Nc1ccc(Br)cc1F)N1CCC(CN2CCc3ccccc3C2)CC1,24,/,19%,/,/,-7%,-3%
CC/C(=N\NS(C)(=O)=O)c1ccccc1,-20,-12%,-14%,0%,-5%,-14%,7%
CS(=O)(=O)c1ccc(C(=O)NNC(=O)c2cccs2)cc1,-18,-20%,/,-4%,/,/,-1%
COc1cccc(/C=N/NC(=O)CCc2c(C)n[nH]c2C)c1,-30,2%,3%,8%,-1%,-5%,-7%
COCCN(C(=O)c1csnn1)C(C(=O)NC1CCCCC1)c1ccccc1 (stereo not drawn),42,-3%,-4%,10%,6%,-6%,-5%
CCCCN1CC(COCc2ccccc2)Oc2cccc(Oc3ccc(OC)cc3)c2S1(=O)=O (stereo not drawn),3,/,/,0%,/,/,4%
COc1ccc(C(CNC(=O)c2ccco2)N2CCOCC2)cc1 (stereo not drawn),0,-19%,-3%,0%,/,-4%,-3%
COc1ccc([N+](=O)[O-])cc1NC(=O)COC(=O)Cn1cnc2ccccc2c1=O,0,-25%,/,11%,/,/,-5%
COC(=O)c1cc(OC)c(OC)cc1NC(=O)CSCc1c(C)noc1C,0,14%,/,-9%,/,/,0%
Cc1ccc(C(=O)Nc2ccccc2)cc1S(=O)(=O)Nc1ccc(Cl)cn1,-20,-44%,4%,28%,3%,4%,7%
Cc1ccc(-n2ncc(C(=O)N3CCN(C(=O)c4ccco4)CC3)c2-n2cccc2)cc1,-30,103%[activator],2%,-4%,5%,?,-4%
COc1ccc(CC(N)c2csc(NC(=O)NCc3ccccc3)n2)cc1 (stereo not drawn),14,/,/,44%[activator],/,/,-4%
Cc1ccc(NC(=O)c2ccc([N+](=O)[O-])cc2)cc1S(=O)(=O)N(C)C,?,-57%,2%,6%,1%,-7%,-2%
O=C(c1ccccc1)c1cnc2ccc(Cl)cc2c1N1CCOCC1,13,-19%,2%,-5%,-3%,12%,-2%
COc1ccc([C@@]23Oc4cc(OC)cc(OC)c4[C@]2(O)[C@H](O)[C@H](C(=O)N(C)C)[C@H]3c2ccccc2)cc1,-98*,/,/,19%,/,/,2%
# (listing goes on)
SMILES,HCMV antiviral,AmpC no deterg,AmpC detergent,AMA1 RON2 block,LmPK inh,Sm TGR block,Tb PYK inh
Cc1ccc(NC(=O)c2cc(S(=O)(=O)NCCC3=CCCCC3)ccc2F)cc1,-84*,-16%,7%,0%,2%,6%,2%
COC(C)(C)[C@@H](O)COc1c2ccoc2cc2oc(=O)ccc12,-23,-16%,1%,0%,/,-5%,-5%
CCN1CCN(C(=O)C2CCN(S(=O)(=O)c3cc(Cl)ccc3Cl)CC2)CC1,11,2%,-15%,0%,8%,1%,2%
CCc1nnc(NC(=O)CCN2C(=O)/C(=C/c3cc(OC)c(OC)c(OC)c3)SC2=S)s1,61,-11%,-3%,3%,5%,25%,0%
CCS(=O)(=O)N1CC(=O)N(c2ccc(C)c(C)c2)C(C)(C(=O)NC2CCCCC2)C1 (stereo not drawn),0,/,16%,/,/,8%,2%[15.4 µM]
Cc1ccccc1-c1nc(CS(=O)CC(=O)NC(C)CCc2ccccc2)c(C)o1 (stereo not drawn),/,161%[activator],5%,-6%,-4%,0.14µM*,6%
COc1ccc2c(c1)CCC1=C2NC(=S)NC1c1ccc(N(C)C)cc1 (stereo not drawn),-35,-43%,-4%,-29%,3%,-10%,0%
O=C(NCc1ccccn1)c1cccc(S(=O)(=O)N2CCc3ccccc32)c1,8,-2%,/,-10%,/,/,9%
Cc1nc(NS(=O)(=O)c2ccccc2)sc1NC(=O)OC(C)C,25,-15%,2%,16%,8%,?,-13%
Cc1cc(C)n(CCC(=O)Nc2ccc(-c3ccno3)cc2)n1,-22,-3%,?,4%,-1%,1%,-3%
O=C1NC(=S)S/C1=C/c1ccc(OC(=O)c2ccco2)cc1,18,-39%,-8%,-1%,-4%,-13%,-3%
CC(CN1CCCC1)C(=O)NN (stereo not drawn),9,-14%,3%,45%[activator],1%,-3%,1%
Cc1ccc(CC(=O)Nc2ccccc2N2CCOCC2)cc1C,6,-1%,1%,2%,4%,0%,-12%
Cc1ccc(NC(=O)NCCN2CCCCC2)cc1Cl,22,-7%,-2%,7%,0%,1%,-9%
CN1C(=O)C(=Cc2ccccc2OCc2ccc(Cl)cc2)C(=O)N(C)C1=O,?,-46%,?,4%,-5%,?,-11%
Cc1cccc(C(=O)OCC(=O)N2CC(C)CC(C)C2)c1C (stereo not drawn),-17,-10%,/,1%,/,/,0%

# Five entries picked at random from the list so far:
SMILES,HCMV antiviral,AmpC no deterg,AmpC detergent,AMA1 RON2 block,LmPK inh,Sm TGR block,Tb PYK inh
CCS(=O)(=O)N1CC(=O)N(c2ccc(C)c(C)c2)C(C)(C(=O)NC2CCCCC2)C1 (stereo not drawn),0,/,16%,/,/,8%,2%[15.4 µM]
COc1ccc2c(c1)CCC1=C2NC(=S)NC1c1ccc(N(C)C)cc1 (stereo not drawn),-35,-43%,-4%,-29%,3%,-10%,0%
Cc1ccc(CC(=O)Nc2ccccc2N2CCOCC2)cc1C,6,-1%,1%,2%,4%,0%,-12%
CC(CN1CCCC1)C(=O)NN (stereo not drawn),9,-14%,3%,45%[activator],1%,-3%,1%
Cc1cccc(C(=O)OCC(=O)N2CC(C)CC(C)C2)c1C (stereo not drawn),-17,-10%,/,1%,/,/,0%

# Compound activity as filed in PubChem.
